# Screening data deposited in PubChem BioAssay by National Center for Advancing Translational Sciences (NCATS).
# IL2 activator: activators of IL-2. activation, % (series mostly up to about 46 µM). actives 0.065% (n = 360,000). IL-2 activation reporter assay, cell-based qHTS; stimulated with anti-CD3/CD4/CD28 beads; in transgenic mouse T cells; in the data active = activation above about 50%; inconclusive = mostly about 30% to 49%; note: 0% is about no effect
#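 Readout is EGFP and DsRed signal by fluorescent plate cytometry after 18 h at 37 degrees C. Transgenic mouse T cells (750/well) received compound for 60 min before bead stimulation (anti-CD3, anti-CD4, anti-CD28); memory T cells served as non-tolerant control.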
# GLP1R inv ag: inverse agonists of human GLP-1 receptor. P43220. HEK293 GLP-1R CRE-luciferase, luminescence, 24 h; GLP-1R form is constitutively active. Potency, µM (doses to about 38.3 µM), without a hit: top-dose activity change, negative = inhibition, usual class: inhibitors. actives 1.6% (n = 410,000). AID 624417; note: potency is the fitted concentration of half-maximal effect; % is set by controls: 0 for no effect and ±100 for the full control effect; nearly all actives have a fitted effect of over 55% in size
#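 Cells are plated, allowed 12 hours at 37 deg C, then treated with compounds for 24 hr before luciferase detection reagent is added and luminescence is read after 12 min at room temperature. The HEK293 line carries constitutively active GLP-1R with a cAMP-responsive reporter.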
# GLP1R cytotox: cytotoxic in the GLP-1 receptor inverse agonist counter-screen | HEK293 cAMP-luciferase reporter cells, luminescence, 24 h | Potency, µM (top dose mostly 38.3 µM), without a hit: at the highest dose activity change, negative = inhibition, most hits filed as inhibitors | actives 0.13% (n = 410,000);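 note: loss of luciferase light is scored as toxicity; potency is the fitted concentration of half-maximal effect; % is set by controls: 0 for no effect and ±100 for the full control effect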
#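 To flag toxic compounds, the library was rerun on cells for 24 hr at 37 deg C and 5% CO2. Viability-linked luminescence was captured 12 min after adding luciferase detection reagent.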
# GLP1R ag: GLP-1 receptor (human) agonism; AID 624172; HEK293 GLP-1R CRE-luciferase, luminescence, 4-6 h; cells express a hypersensitive GLP-1R form; Potency, µM (doses to about 45.6 µM), inactives show top-dose activation, hits mostly activators; actives 0.007% (n = 380,000); P43220; note: potency is the fitted concentration of half-maximal effect; % of control where 0% means no effect
# DRD3 antagonist: antagonists of human D3 dopamine receptor | actives 2.5% (n = 360,000) | AID 652054 | max response, negative = inhibition, % | D3R cells, DiscoveRx beta-arrestin luminescence, antagonist mode; active compounds read low | P35462; in the data active = max response below about -50%; inconclusive = no clear call, values can overlap the other calls; note: % is set by controls: 0 for no effect and ±100 for the full control effect; mostly tested at two doses, the higher about 12 µM
#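 Cells expressing the human receptor were seeded at 1500 cells/well, incubated overnight at 37 degrees C in 5% CO2, then exposed to library compounds with dopamine controls for 90 minutes at 37 degrees C before luminescent detection.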
# PLK1 PBD block: blocks phosphopeptide binding to human PLK1 polo-box domain; Plk1 PBD binding of FITC phosphopeptide, fluorescence polarization; actives 2.8% (n = 360,000); P53350; Potency, µM, without a hit: max response, negative = inhibition, actives largely listed as inhibitors; note: potency is the fitted concentration of half-maximal effect; series mostly up to about 57 µM; % is set by controls: 0 for no effect and ±100 for the full control effect; nearly all actives have a fitted effect of over 65% in size
# DRD3 agonist: activates the human D3 dopamine receptor; D3R DiscoveRx beta-arrestin cells, luminescence, 90 min; max activation, %; actives 0.58% (n = 410,000); in the data active = max activation above about 30%; note: 0% is about no effect; mostly tested at two doses, the higher about 12 µM
#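 Agonist-mode cell screen: cells plated at 1500/well and incubated overnight at 37 °C, then exposed to library compounds for 90 min at 37 °C. Detection reagent was added for 30–60 min at room temperature, and luminescence was read.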
# PI5P4Ka inh: inhibitors of human PI5P4K alpha; PI5P4Kalpha enzyme, ADP-Glo luminescence, 60 min; active compounds read low; max response, %; actives 1.2% (n = 330,000); AID 652105; active = max response of -50% or lower; inconclusive = between -30% and -50%; inactive = -30% or higher; note: value at the top dose of about 77 µM; % is set by controls: 0 for no effect and ±100 for the full control effect
#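 Compounds were pin-transferred onto PI5P4Kalpha and substrate in HEPES pH 7.4 buffer with EGTA, CHAPS and 5% DMSO. ATP (5 microM final) started the reaction, which ran 60 minutes at room temperature before ADP-Glo detection.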
# WRN inhibitor: inhibitors of human WRN helicase | Q14191 | WRN helicase unwinding, fluorescent forked duplex, kinetic | Potency, µM (top dose mostly 114 µM), for the others: at the top dose activity change, negative = inhibition, hits mostly inhibitors | actives 0.46% (n = 360,000) | AID 651768; note: potency is the fitted concentration of half-maximal effect; % is set by controls: 0 for no effect and ±100 for the full control effect; nearly all actives have a fitted effect of over 55% in size
# Target sequence (Q14191 whole entry, looked up): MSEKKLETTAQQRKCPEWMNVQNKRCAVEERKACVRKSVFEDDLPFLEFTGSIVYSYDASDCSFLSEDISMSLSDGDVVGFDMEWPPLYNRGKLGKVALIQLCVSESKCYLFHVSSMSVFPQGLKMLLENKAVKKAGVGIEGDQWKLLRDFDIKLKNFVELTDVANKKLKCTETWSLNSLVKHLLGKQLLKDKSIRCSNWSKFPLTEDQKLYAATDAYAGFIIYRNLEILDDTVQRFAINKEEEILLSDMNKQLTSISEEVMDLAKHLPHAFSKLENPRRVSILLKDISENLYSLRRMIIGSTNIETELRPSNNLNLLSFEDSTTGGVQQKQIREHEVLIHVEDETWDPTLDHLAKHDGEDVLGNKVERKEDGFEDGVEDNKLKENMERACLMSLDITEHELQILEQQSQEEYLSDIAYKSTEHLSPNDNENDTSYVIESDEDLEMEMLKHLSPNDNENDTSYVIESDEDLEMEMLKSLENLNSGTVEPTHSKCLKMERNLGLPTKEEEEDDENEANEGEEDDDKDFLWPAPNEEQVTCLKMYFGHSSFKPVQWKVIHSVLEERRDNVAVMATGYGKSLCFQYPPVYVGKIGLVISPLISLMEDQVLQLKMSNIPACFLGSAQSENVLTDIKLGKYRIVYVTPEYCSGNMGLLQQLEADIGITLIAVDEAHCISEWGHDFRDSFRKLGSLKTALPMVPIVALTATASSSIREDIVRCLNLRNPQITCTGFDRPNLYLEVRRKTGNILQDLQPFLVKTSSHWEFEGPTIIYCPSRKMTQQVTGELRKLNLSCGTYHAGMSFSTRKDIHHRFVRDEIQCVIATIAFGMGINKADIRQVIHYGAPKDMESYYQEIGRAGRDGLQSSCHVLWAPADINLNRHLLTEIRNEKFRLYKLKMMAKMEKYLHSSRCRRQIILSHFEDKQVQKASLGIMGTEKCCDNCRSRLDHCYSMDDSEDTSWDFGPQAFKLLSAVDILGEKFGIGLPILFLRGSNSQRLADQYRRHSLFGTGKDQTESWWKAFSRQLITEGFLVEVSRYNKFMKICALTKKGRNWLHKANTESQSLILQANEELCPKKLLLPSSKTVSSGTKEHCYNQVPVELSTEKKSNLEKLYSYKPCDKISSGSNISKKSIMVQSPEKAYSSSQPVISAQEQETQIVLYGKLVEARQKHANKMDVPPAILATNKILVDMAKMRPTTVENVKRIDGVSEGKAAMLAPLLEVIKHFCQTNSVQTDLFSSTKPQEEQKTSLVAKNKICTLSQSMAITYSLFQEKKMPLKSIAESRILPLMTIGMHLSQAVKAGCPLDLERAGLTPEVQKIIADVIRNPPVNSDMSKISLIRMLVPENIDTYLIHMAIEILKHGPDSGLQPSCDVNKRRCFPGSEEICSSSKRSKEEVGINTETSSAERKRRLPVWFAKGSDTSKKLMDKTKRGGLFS
#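 Primary qHTS, 1536-well format. 20 nM WRN + compound, 15 min RT; start with 100 nM forked fluorophore/quencher duplex, 2 mM ATP (final); kinetic read ex 525/em 598 nm.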
# An asterisk follows results filed as active; ? = inconclusive; · = no result given; & = joins results of further samples; [ ] = remark or other dose. Unless noted, calls come from the whole dose curve; as a rule, active = well fitted curve in the direction sought with a large enough effect; inconclusive = small, poorly fitted or top-dose-only effect, or another doubt; inactive = no such curve, though single readings can be large; an effect the other way counts as inactive or inconclusive.
entry	canonical_smiles	IL2 activator	GLP1R inv ag	GLP1R cytotox	GLP1R ag	DRD3 antagonist	PLK1 PBD block	DRD3 agonist	PI5P4Ka inh	WRN inhibitor
1	COc1cc(CNCCCN2CCOCC2)cc(Br)c1OCC(=O)N1CCCCC1	-2.5	8%	-9%	13%	-13	-3%	-10	·	9%
2	COc1cccc(CN(C(=O)COc2ccc(C)cc2)C2CCS(=O)(=O)C2)c1 (configuration not stated)	-2.3	-1%	-6%	2%	8	-7%	1	4	-4%
3	c1ccc(-c2cc3cc4c(cc3cn2)OCO4)cc1	-0.5	-11%	4%	8%	-6	-6%	2	?	-9%
4	CC1(C(=O)NS(=O)(=O)c2cccc(C#N)c2)CCN1C(=O)CC1CCCCC1 (configuration not stated)	-0.2	18%	9%	-1%	43	-9%	7	4	-4%
5	Cc1ccc(OCc2nc3ccccc3n2Cc2ccccc2Cl)cc1	·	13µM*	-3%	-5%	·	·	-6	·	·
6	COC(=O)c1ccc(CN2C(=O)C(Cc3ccccc3)ON=C2c2ncccc2C)o1 (configuration not stated)	0.2	24%	2%	-2%	14	5%	2	-4	3%[57.1 µM]
7	O=C(CCN1CCCCC1)c1ccc2c(c1)OCO2	-0.8	-8%	-1%	-7%	-65*	?	-12	-2	?
8	O=C(Oc1ccc(Cl)c2cccnc12)N1CCOCC1	2.1	9%	-14%	-10%	13	-6%	1	-2	-3%
9	O=C1CCC/C1=c1\s/c(=C\c2cccnc2)c(=O)n1-c1ccccc1	16	31%[activator]	0%	4%	0	-6%	4	-4	-11%
10	O=C(NCCCN1CCOCC1)C(=O)NCC1OCCN1S(=O)(=O)c1ccc(Br)cc1 (configuration not stated)	1.9	?	-6%	-1%	-3	-1%	-1	2	-29%
11	O=C(O)CSc1nc2ccc(Br)cc2[nH]1	1.9	0%	-6%	-1%	12	-1%	10	-1	-14%
12	Cn1c(=O)[nH]c(=O)c2c1nc(N1CCNCC1)n2CCOc1ccccc1	-0.5	9%	-2%	-16%	1	-3%	-6	1	1%
13	COc1ccc(NC(=O)CN(c2ccc(C)cc2)S(C)(=O)=O)c(OC)c1	0.8	-8%	-10%	3%	0	0%	-1	2	-1%
14	C=CCNC(=O)N1CCCC(N2CCN(c3ccccc3OC)CC2)C1 (configuration not stated)	1.3	-6%	8%	-8%	-15	-13%	-10	2	4%
15	O=C(NCCN1CCCCC1)Nc1ccccc1F	-0.3	11%	4%	-4%	-1	-10%	-9	-12	6%
16	O=C(Nc1cccnc1Cl)c1cccc(S(=O)(=O)N2CCOCC2)c1	-2.4	12%	-1%	2%	0	-7%	-10	-1	-5%
17	c1ccc(Nc2nc(N3CCCCC3)nc(N3CCCCC3)n2)cc1	-0.1	10µM*	-13%	-1%	17	21µM*	2	1	-10%
18	Cc1ccc(/C=C/C(=O)N2CCN(c3cccc(C(F)(F)F)c3)CC2)cc1	-0.7	-29%	15%	-10%	3	-5%	1	6	-4%
19	CC(C)(C)OC(=O)C[C@H]1C/C=C\C[C@@H](CC(=O)N[C@H](CO)Cc2ccccc2)C(=O)N2CCC[C@H]2COC1=O	-0.4	-6%	-10%	4%	3	-1%	-18	-9	5%
20	Cc1nc2ccccc2c(=O)n1CCc1ccccc1	-2.6	-29%	7%	-4%	?	-7%	1	-9	0%
21	O=C1NC(c2cccnc2)C(C(=O)c2cccs2)C(O)(C(F)(F)F)N1 (configuration not stated)	-0.5	0%	21%	-2%	15	-12%	-4	2	-3%
22	O=C1C=C(Nc2ccc(Cl)cc2)CC(c2ccc(Cl)cc2)C1 (configuration not stated)	2.8	?	-31%	-2%	-22	-15%	-13	·	-1%
23	O=C(CSc1nnc(-c2ccc3c(c2)OCO3)o1)Nc1c(F)cccc1F	-0.7	18%	-7%	11%	3	-6%	-3	0	-6%
24	CCOC(=O)c1c(-c2ccccc2)oc2ccc(OCC(O)CN(C)C)cc12 (configuration not stated)	-3.5	2.8µM*	?	5%	-19	3%	-7	16	-1%
25	O=C(Nc1ccccc1Cl)N1CCN(c2ncccn2)CC1	0.0	11%	-5%	-18%	-19	-2%	4	-3	4%
26	Cc1cccc(NNC(=O)C(=O)NNc2cccc(C)c2)c1	-0.7	?	-16%	-4%	4	3%	14	-6	4%
27	COCCNC(=O)C1(C)CCN(Cc2ccccc2C#N)C1 (configuration not stated)	-0.4	-6%	2%	-3%	-24	1%	-24	-14	6%
28	Cc1ccc([N+](=O)[O-])cc1NC(=O)Cc1ccc(F)cc1	-0.4	1%[7.66 µM]	-3%[7.66 µM]	1%	-13	-4%	-8	-7	7%
29	CCc1ccc(NC(=O)CN(c2ccc(OC)cc2)S(=O)(=O)c2c(C)[nH]c(=O)[nH]c2=O)cc1	-0.1	-14%&11%	-8%&-13%	-3%	-8	-16%	6&8	-4	0%
30	CCN(CC)CC(O)COc1ccccc1C(=O)CCc1ccccc1 (configuration not stated)	-1.9	?	-2%	-1%	-21	-5%	-26	·	-5%
31	Cc1ccc(NC(=O)CSc2nnc(CN3CCOCC3)n2C)cc1C	-1.4	9%	-1%	8%	-6	3%	-1	-3	4%
32	NCCCCCCNS(=O)(=O)c1cccc2c(Cl)cccc12	-0.7	?	-29%	8%	0	-5%	-25	29	1%
33	COCC(=O)N(Cc1ccc(OC)cc1)Cc1nc2ccccc2c(=O)[nH]1	-3.1	0%	-11%	7%	4	-2%	6	4	-5%
34	Nc1ncnc2c1ncn2[C@@H]1O[C@H](CNC(=O)[C@@H](N)COCc2ccccc2)[C@@H](O)[C@H]1O	0.6	7%	1%	-3%	-9	-6%	-22	2	4%
35	CC(=O)N1N=C(c2ccccc2)CC1c1cccc([N+](=O)[O-])c1 (configuration not stated)	1.1	-17%	0%	7%	?	0%	-9	0	-6%
36	Cc1cc(C)c2nc(SCc3ccc([N+](=O)[O-])cc3)nc(C)c2c1	-0.4	6%	-5%	-7%	22	2%	-1	·	6%
37	c1ccc2c(-c3nnc(SCc4cn5ccccc5n4)o3)c[nH]c2c1	-0.4	56%[activator]	-10%	14%	-11	-7%	3	-12	2%
38	O=C(Nc1cccc(Cl)c1N1CCOCC1)c1cccnc1Cl	-0.6	4%	-2%	5%	-3	-1%	22	-6	-6%
39	O=C(CS(=O)(=O)c1cn(Cc2ccc(Cl)cc2)c2ccccc12)N1CCCCC1	-2.3	-17%	-2%	-2%	-13	4%	3	4	-5%
40	COc1ccc(Cn2nnnc2C(c2ccncc2)N2CCOCC2)cc1 (configuration not stated)	-0.6	3%	8%	-4%	34	-4%	-2	·	-5%
41	O=C(Nc1ccccn1)c1c(O)c2cccc3c2n(c1=O)CCC3	-0.1	2%	0%	1%	19	-5%	-3	-7	0%
42	O=C(Nc1cccnc1)Nc1cccc([N+](=O)[O-])c1	1.1	?	-7%	-19%	-18	-9%	-4	3	?
43	Fc1ccc2nc(-c3ccccc3)ccc2c1	0.0	23%	-8%	-4%	0	-14%	-6	16	2%
44	CC(C)c1ccc(NC(=O)CN2C(=O)NC3(CCCC3)C2=O)cc1	0.1	-37%	-7%	17%	-19	-10%	-12	-6	8%
45	CCN(Cc1ccccc1)C(=O)Cn1c(C(C)O)nc2ccccc21 (configuration not stated)	0.2	-1%	1%	1%	-5	-2%	7	-2	1%
46	CC(=O)c1ccc(NC(=O)CCCC(=O)c2ccccc2)cc1	-1.3	18%	-10%	0%	-6	0%	2	-2	-3%
47	Cc1ccc(Cl)c(OCC(=O)NC2CCN(Cc3ccccc3)CC2)c1	-0.1	?	5%	9%	?	8%	-26	1	1%
48	COc1cccc(CNc2nc3cc(-c4ccc(OC)cc4C)sc3c(=O)n2C)c1	0.1	-29%	-2%	14%	6	-7%	4	27	-3%
49	CCOc1cc(N2CCOCC2)c(OCC)cc1NC(=O)COC(=O)/C=C/c1ccc(OC(F)F)cc1	-0.5	-2%	0%	18%	9	-6%	2	10	0%
50	COc1ccccc1NC(=O)c1cc2ccccc2nc1C	2.1	1%	0%	9%	0	-17%	11	-2	3%

# The list continues.
entry	canonical_smiles	IL2 activator	GLP1R inv ag	GLP1R cytotox	GLP1R ag	DRD3 antagonist	PLK1 PBD block	DRD3 agonist	PI5P4Ka inh	WRN inhibitor
51	Cc1cc(/C=C(\C#N)C(=O)NC2CCCCCC2)c(C)n1C	-3.2	27%	22%	4%	-4	3%	-13	4	-12%[57.1 µM]
52	CCCCn1c(N)c(NCCC(C)C)c(=O)[nH]c1=O	1.6	-5%	14%	1%	-4	-29%	2	-10	-19%
53	Cc1[nH]c(=O)[nH]c(=O)c1/C=N/NC(=O)CCNC(=O)OC(C)(C)C	-1.9	-3%	-5%	-2%	-5	-16%	-4	1	-5%
54	Cc1cccc(-n2cnc(C(=O)NC3CCCCCC3)c2)n1	-2.4	-17%	9%	21%	?	24µM*	-6	-15	-1%
55	CCCc1cc(=O)n2[nH]c(NCc3c(Cl)cccc3Cl)nc2n1	3.2	-12%	-2%	-15%	8	-3%	1	·	4%
56	COc1ccc(CCNC(=O)CN(c2ccc(C)cc2)S(=O)(=O)c2ccc(OC)cc2)cc1	·	-30%	-10%	-2%	·	·	7	·	·
57	COc1ccc(-c2[nH]ncc2-c2cnn(-c3ccccc3)c2)c(O)c1	-1.8	?	-13%	9%	27	-5%	-1	-18	-15%
58	O=C(Nc1nc(-c2cccs2)cs1)c1ccc(Cl)s1	-1.3	?	-18%	-3%	25	-26%	-13	-6	-11%
59	COc1ccc(N(CC(=O)NC(C)C)S(=O)(=O)c2ccc(NC(C)=O)cc2)cc1	-1.3	5%	1%	4%	-10	-14%	-8	·	69%[activator]
60	Cn1c(NC(=O)Cc2ccc(F)cc2)cc(=O)n(C)c1=O	-0.2	24%	-3%	0%	13	4%	-1	3	2%
61	Cc1ccc(CNC(=O)Cn2c(=O)oc3ccccc32)o1	1.2	8%	20%	9%	9	-6%	-4	-1	-10%
